Screening results deposited in PubChem BioAssay by several laboratories.
GAA850 FXN act – activators of GAA850 frataxin (FXN) promoter; HEK293 lucGAA850 FXN promoter luciferase reporter, 24 h; percent of 10 µM SAHA response; activation, % at 6 µM; hit rate 0.56% among 360,000;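 active = activation above the average of all compounds screened plus 3 SD, cutoff fixed separately per campaign, cut at about 7.5% in these data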;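 note: 0% = DMSO wells and 100% = 10 µM SAHA wells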
rCAG RNA binder – binds r(CAG) RNA repeats; r(CAG) RNA repeat, TO-PRO-1 dye displacement fluorescence; inhibition, % at 3 µM; hit rate 1.3% among 370,000;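 active = inhibition above the plate cutoff, the mean of all test compounds on that plate plus 3 SD, cut at about 35% in these data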;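 note: 0% = DMSO alone and 100% = 100 µM mitoxantrone as full dye displacement; higher means more dye released from RNA so lower well fluorescence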
HGIII-sPLA2 inh – Inhibits HGIII-sPLA2 liposome hydrolysis, primary screen | Q9NZ20 | QFRET BODIPY PC-A2 liposome hydrolysis, fluorescence | inhibition, % at 12.2 µM | hit rate 0.56% among 370,000 | AID 743126;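 active = inhibition above mean plus 3 SD of compounds lying within the high and low control bounds, cut at about 19% in these data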;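 note: 0% = median of test compound wells and 100% = no enzyme DMSO wells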
ASAP1 inh – ASAP1 ArfGAP inhibition | ASAP1-stimulated ARF1 GTP hydrolysis, GDP FP detection | inhibition, % at 16.5 µM | hit rate 0.19% among 360,000 | AID 624377; in the data active = inhibition above about 25%;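 note: 0% = vehicle with enzyme and substrate and 100% = no enzyme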
Target sequence (Q9ULH1 325-724 limits assumed): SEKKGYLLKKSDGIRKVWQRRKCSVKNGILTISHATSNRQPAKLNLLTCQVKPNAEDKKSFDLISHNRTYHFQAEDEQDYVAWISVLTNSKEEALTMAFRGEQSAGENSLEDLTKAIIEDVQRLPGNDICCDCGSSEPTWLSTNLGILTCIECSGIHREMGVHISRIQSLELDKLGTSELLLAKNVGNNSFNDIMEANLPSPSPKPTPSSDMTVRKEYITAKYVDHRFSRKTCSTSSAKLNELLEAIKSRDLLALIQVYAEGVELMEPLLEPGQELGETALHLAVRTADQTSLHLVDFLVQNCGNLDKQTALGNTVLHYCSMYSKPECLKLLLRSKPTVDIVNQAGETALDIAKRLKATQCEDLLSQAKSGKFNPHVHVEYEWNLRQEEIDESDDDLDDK
ARFGAP1 inh – inhibits rat ARF GTPase activating protein 1; Q62848; inhibition, % at 16.5 µM; Arfgap1-stimulated ARF1 GTP hydrolysis, GDP FP detection; hit rate 0.26% among 360,000;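 active = inhibition above a per-plate limit, mean inhibition of low control wells plus 3 SD, cut at about 25% in these data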;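 note: 0% = DMSO wells with enzyme and 100% = wells lacking Arfgap1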
Target sequence (Q62848 1-136 limits assumed): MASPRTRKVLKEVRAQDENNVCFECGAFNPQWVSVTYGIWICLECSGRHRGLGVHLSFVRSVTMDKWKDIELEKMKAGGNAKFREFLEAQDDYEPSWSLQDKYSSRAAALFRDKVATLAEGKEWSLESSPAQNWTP
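Assay system: Rat Arfgap1 GAP domain (His6, aa 1-136), purified enzyme | Buffer or medium: HEPES 25 mM pH 7.5, NaCl 150 mM, MgCl2, DTT | Schedule: GTP hydrolysis reaction 2 h at 25 °C | Signal: FP of antibody-bound GDP Alexa 633 tracer, ex 620/em 688 nm | Measure: Percent inhibition of Arfgap1-stimulated GTP hydrolysis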
NPR1 activator – GC-A (human) enzyme activation; HEK293 GC-A cells, cGMP TR-FRET, EC30 ANP; 0% at EC30 ANP, 100% saturating ANP; hit rate 0.14% among 370,000; AID 1671463; activation, % at 10 µM; in the data active = activation above about 40%
GC-B act – GC-B (human) receptor activation. P20594. HEK293-GC-B cells, CNP EC30, cGMP TR-FRET; 0% at EC30 CNP, 100% saturating CNP. activation, % at 10 µM. hit rate 0.11% among 370,000. AID 1920062;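 active = activation at 10 µM reaching about 35% in either raw or pattern-adjusted values, limit read from the data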
ADAM10 inh – inhibitors of human ADAM10; recombinant ADAM10, EDANS/DABCYL FRET peptide cleavage, 3 h; inhibition, % at 7 µM; hit rate 0.62% among 370,000;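 active = inhibition above a per-campaign cutoff equal to the mean of compounds falling between control-based bounds plus 3 SD, cut at about 20% in these data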;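 note: 0% = DMSO wells while the 100% control is not disclosed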
proKLK7 act – activators of human kallikrein-7 zymogen. activation, % at 7 µM. P49862. hit rate 0.9% among 370,000. purified proKLK7, EDANS-DABCYL substrate fluorescence; 100% is mature enzyme control, 0% vehicle;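 active = activation above the mean of all tested compounds plus 3 SD, computed per campaign excluding outliers beyond control limits, cut at about 13% in these data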
DDE Tn6 FP inh – DD(E)-Tn6 binding inhibition, primary FP screen | P02675 | Fibrin DD(E) TRITC-Tn6 fluorescence polarization displacement | inhibition, % at 8.3 µM | hit rate 0.21% among 370,000;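 active = inhibition above a per-campaign cutoff: mean of compounds within control limits plus 3 SD, cut at about 15% in these data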;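 note: 0% = median of all compound wells on the plate and 100% = blocking peptide control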
Target sequence (P02675 whole entry, looked up): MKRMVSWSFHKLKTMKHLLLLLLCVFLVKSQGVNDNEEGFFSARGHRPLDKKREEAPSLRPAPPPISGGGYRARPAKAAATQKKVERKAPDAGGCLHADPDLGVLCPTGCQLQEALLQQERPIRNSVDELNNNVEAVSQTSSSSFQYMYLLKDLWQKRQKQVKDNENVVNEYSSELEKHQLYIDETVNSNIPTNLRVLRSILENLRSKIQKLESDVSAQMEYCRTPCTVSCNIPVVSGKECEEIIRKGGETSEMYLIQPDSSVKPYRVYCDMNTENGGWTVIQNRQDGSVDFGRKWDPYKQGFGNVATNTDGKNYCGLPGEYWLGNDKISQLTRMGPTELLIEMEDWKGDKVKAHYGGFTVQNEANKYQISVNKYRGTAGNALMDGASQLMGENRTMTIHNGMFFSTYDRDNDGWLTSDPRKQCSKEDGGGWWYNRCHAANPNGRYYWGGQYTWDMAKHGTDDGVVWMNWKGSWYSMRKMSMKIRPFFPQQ
* = called active by the depositor; i = inactive; / = not tested or not shown.

SMILES | GAA850 FXN act | rCAG RNA binder | HGIII-sPLA2 inh | ASAP1 inh | ARFGAP1 inh | NPR1 activator | GC-B act | ADAM10 inh | proKLK7 act | DDE Tn6 FP inh
O=C(N/N=C/c1cccc(OCc2ccccc2)c1)c1ccc(Br)cc1 | -1.4 | 2 | 0 | -2 | -5 | 2 | 0 | -1 | 0.6 | -1
COC(=O)[C@@]12CCCCN1[C@H](c1ccc(-c3ccc(F)cc3)cc1)[C@H]1C(=O)N(C)C(=O)[C@H]12 | 0.4 | -2 | 3 | -16 | -2 | -1 | 2 | 4 | 1.1 | 6
CC1(C(=O)O)CCCN(C(=O)c2ccc(OC(F)F)cc2)C1 (configuration not stated) | 0.2 | 2 | -4 | -5 | -4 | 4 | 4 | 5 | 0.4 | 8
O=C(Nc1ccc(S(=O)(=O)N2CCCCC2c2cccnc2)cc1)c1c(F)cccc1F (configuration not stated) | 1.8 | 6 | -10 | 6 | -6 | -3 | 2 | 4 | 0.7 | 1
CCOC(=O)N1CCC(NC(=O)CS(=O)Cc2nc(-c3ccc(OC)c(OC)c3)oc2C)CC1 (configuration not stated) | 0.7 | -2 | 8 | 14 | 13 | -4 | 2 | -20 | 0.4 | -11
Cc1cc(C)n2c(NC3CCCC3)c(-c3cc4ccccc4o3)nc2n1 | / | 6 | 1 | -5 | 2 | 3 | 4 | -449 | -7.1 | 0
Cn1cnnc1SCC(=O)Nc1ncc(C(F)(F)F)cc1Cl | 1.8 | 2 | 7 | 6 | 0 | 6 | 6 | 6 | 0.0 | -6
CCOC1(OCC)C(c2ccc(Cl)cc2)C(C#N)(C#N)C1(OCC)OCC (configuration not stated) | -0.1 | -7 | -23 | 0 | -8 | / | / | -1 | 0.7 | -2
COc1ccc(Br)cc1CN1CCN(c2ncccn2)CC1 | -1.1 | -6 | -1 | 1 | 3 | -7 | -11 | 4 | 0.3 | -7
Cc1ccc(C)c(N(C)C(=O)c2cc3c(=O)[nH]c4ccc(C)cc4c3s2)c1 | -0.7 | 5 | 10 | 4 | 5 | 35 | 37* | -9 | 0.1 | -9
COC(=O)C1CN(CC(C)C)CCS(=O)(=O)N1Cc1ccc(C(F)(F)F)cc1 (configuration not stated) | / | -2 | 5 | / | / | -4 | 0 | 3 | 0.6 | 5
COc1ccccc1CNCC(=O)Nc1ccccc1-n1cccc1 | 1.8 | -11 | -6 | 8 | 10 | -4 | -1 | -6 | -0.1 | 1
CCOCCCN1C(=O)C(=O)N(CC(=O)N2c3ccccc3NC(=O)CC2C)C1=O (configuration not stated) | -0.6 | 2 | 7 | -2 | 9 | 4 | 0 | -12 | 0.5 | -8
COc1ccccc1CNC(=O)c1sccc1-c1ccccc1 | 0.8 | 2 | -7 | 0 | -2 | -6 | -6 | 6 | -0.2 | 5
CNC(=O)c1ccsc1NC(=O)c1coc2ccccc2c1=O | 0.0 | 3 | -1 | 9 | 4 | 1 | -2 | 3 | 0.1 | -1
O=C(c1ccc(Cl)c(S(=O)(=O)N2CCCC2)c1)N1CCN(c2ncccn2)CC1 | 0.3 | 0 | 8 | 19 | 15 | 2 | 8 | -12 | -0.5 | -6
N/C(=N\OS(=O)(=O)c1cccc([N+](=O)[O-])c1)c1ccncc1 | -3.1 | -1 | 3 | 8 | -4 | -6 | 7 | -2 | 1.0 | -1
O=C(CCn1c(=O)c2ccccc2n(CC(=O)N2CCN(c3ccccc3)CC2)c1=O)NCc1ccco1 | 0.4 | -3 | 4 | 4 | -11 | -3 | 0 | -1 | 0.3 | 3
CC(C)CC(=O)CN1C(=O)C2(OCCO2)c2ccccc21 | -2.5 | 5 | 5 | -4 | 2 | 3 | 8 | 1 | -0.1 | -3
O=C(Nc1cccnc1)c1ccc2ccccc2c1O | 3.6 | 9 | -1 | 1 | 0 | 3 | 4 | -26 | -0.2 | -16
O=C(N/N=C/c1sc(N2CCOCC2)nc1-c1ccccc1)c1ccccc1Cl | 2.6 | -2 | 5 | 6 | -12 | 1 | -3 | -3 | -0.2 | 1
Cn1c(-c2ccc(C=O)s2)nc2ccccc21 | 1.3 | 1 | 12 | 2 | 12 | -9 | -4 | i | 48* | -5
CC(=O)c1ccc(NS(=O)(=O)Cc2ccccc2)cc1 | -3.9 | 3 | 2 | 16 | 13 | -1 | -4 | 0 | -0.1 | -1
CCCOc1ccc(F)cc1-c1cc(C(=O)NCc2ccc(F)cc2)[nH]n1 | 1.6 | 2 | -7 | 12 | 7 | 10 | 5 | 15 | 0.3 | -2
COc1ccc(CCNC(=O)Cn2cnc3c(nnn3Cc3ccccc3F)c2=O)cc1OC | 1.8 | -4 | 0 | -12 | -4 | / | / | -9 | 0.4 | 0
SMILES | GAA850 FXN act | rCAG RNA binder | HGIII-sPLA2 inh | ASAP1 inh | ARFGAP1 inh | NPR1 activator | GC-B act | ADAM10 inh | proKLK7 act | DDE Tn6 FP inh
CN1CCN(C(c2cccc(C(F)(F)F)c2)c2nnnn2Cc2ccccc2)CC1 (configuration not stated) | -4.3 | -11 | -4 | 4 | 5 | -4 | -3 | -3 | 0.2 | 0
CCc1ccc(-c2nc(SCC(=O)NC3CC3)n[nH]2)cc1 | -0.7 | -5 | 13 | 5 | 12 | 0 | -4 | -5 | 0.4 | -7
Cc1cc(NC(=O)CSCC(=O)NCc2cccc(C(F)(F)F)c2)no1 | -0.9 | -4 | 3 | -17 | 4 | 0 | 4 | -10 | 0.2 | 3
COc1ccc(N2C(=O)c3ccccc3NC23CCCCC3)cc1 | 0.7 | -2 | -4 | -6 | -3 | -2 | -1 | -81 | 5.5 | -3
CC(=O)Nc1ccc(S(=O)(=O)N2CCN(C(=O)c3ncoc3-c3cccc(C)c3)CC2)cc1 | 2.8 | 3 | -3 | -4 | -2 | -4 | 0 | 11 | -1.2 | 4
COc1ccc(NS(=O)(=O)c2ccc(Cl)c(NC(=O)c3cccnc3Cl)c2)cc1 | 0.6 | 7 | -9 | 13 | -4 | -8 | -1 | -3 | 0.3 | -5
COc1cccc(OC)c1C(=O)Nc1sc2c(c1C(N)=O)CCN(Cc1ccccc1)C2 | -5.6 | 4 | -10 | 12 | 10 | 4 | 4 | -109 | 2.5 | 5
COc1cc2c(cc1OC)-c1nnc(-c3cccs3)n1C(C)(C)C2 | 13* | -3 | 14 | 14 | -9 | -1 | -5 | -18 | 0.1 | -1
O=C(Nc1ccc2c(c1)OCCO2)C(c1ccnc2ccccc12)n1c(=O)c(-c2ccco2)nc2ccccc21 (configuration not stated) | / | 22 | 1 | -3 | 2 | -3 | -11 | -44 | -2.4 | 1
Cc1c(Cl)cccc1NC(=O)CC1Sc2ccccc2NC1=O (configuration not stated) | 0.8 | -1 | 6 | 13 | -3 | 0 | 0 | 5 | -0.1 | 3
Cc1ccc(C)c(NC(=O)CN(C)C(=O)c2ccncc2)c1 | -0.1 | 0 | -2 | 3 | -8 | 2 | -7 | 1 | -0.3 | -2
CC(C)(C)NCc1cc2ccccc2[nH]c1=O | 0.0 | -1 | 2 | -11 | -8 | 0 | 1 | -15 | 0.7 | 6
Cc1sc2nc(SCc3nc4ccccc4[nH]3)n(Cc3ccco3)c(=O)c2c1C | -2.1 | 21 | 2 | -3 | 10 | 21 | 28 | -97 | -1.8 | -3
Cc1ccc(S(=O)(=O)NCC(=O)OCC(=O)N(CCC#N)c2ccccc2)cc1 | -1.9 | 2 | -4 | -4 | -10 | -1 | -1 | -4 | -0.2 | 8
CC1CCCCC1NC(=O)NC(=O)CCl (configuration not stated) | -9.0 | -1 | 0 | 4 | 1 | 1 | 6 | 0 | -0.5 | 5
CC(=O)Nc1ccc(NC(=O)CSCCc2ccccn2)cc1 | 0.8 | 0 | 0 | 3 | 3 | 1 | 5 | -2 | 0.4 | 4
CCOc1ccccc1C(=O)OCC(=O)NCC1CCCO1 (configuration not stated) | 0.6 | 3 | 7 | 8 | 9 | 3 | 2 | -9 | -0.8 | -1
N#Cc1c(N)n(CCOC(=O)c2cccc([N+](=O)[O-])c2)c2nc3ccccc3nc12 | -1.0 | 16 | -17 | 14 | 7 | -7 | -11 | -181 | 83* | -1
Cc1ccccc1C(=O)Nc1ccc(S(=O)(=O)NCC2CCCO2)cc1 (configuration not stated) | 1.6 | 2 | -2 | -3 | 3 | 0 | 6 | -10 | 0.2 | -1
C#CCNC(=O)c1cc2c(Br)ccc(Br)c2nc1N | / | 17 | 11 | 14 | 7 | 9 | -9 | -256 | 2.6 | -9
CC(C)(C)NCC(O)COCc1ccc(Cl)cc1 (configuration not stated) | -0.2 | -2 | -2 | 0 | 10 | 0 | -3 | 8 | -0.7 | 0
CCCC(C)NC(=O)c1cc(C(=O)OC)cc([N+](=O)[O-])c1 (configuration not stated) | 1.2 | -4 | 4 | -1 | 0 | -1 | -1 | -6 | 0.8 | 5
Fc1ccccc1Cn1nnc2c(NCc3ccccn3)ncnc21 | -0.3 | -2 | 6 | -6 | -5 | 5 | 2 | 12 | -0.1 | -3
CCOC(=O)c1cc(-c2ccc(Cl)cc2)nc2c1c(=O)[nH]c(=O)n2CCOC | 3.3 | -1 | 3 | -4 | 4 | 3 | 13 | -167 | -2.8 | 0

Among those listed so far, 2 contain a tert-butyl group:
SMILES | GAA850 FXN act | rCAG RNA binder | HGIII-sPLA2 inh | ASAP1 inh | ARFGAP1 inh | NPR1 activator | GC-B act | ADAM10 inh | proKLK7 act | DDE Tn6 FP inh
CC(C)(C)NCc1cc2ccccc2[nH]c1=O | 0.0 | -1 | 2 | -11 | -8 | 0 | 1 | -15 | 0.7 | 6
CC(C)(C)NCC(O)COCc1ccc(Cl)cc1 (configuration not stated) | -0.2 | -2 | -2 | 0 | 10 | 0 | -3 | 8 | -0.7 | 0

Marked active in proKLK7 act, of those listed so far:
Compound | HGIII-sPLA2 inh | ASAP1 inh | ARFGAP1 inh | NPR1 activator | GC-B act | ADAM10 inh | proKLK7 act | DDE Tn6 FP inh
Cn1c(-c2ccc(C=O)s2)nc2ccccc21 | 12 | 2 | 12 | -9 | -4 | i | 48* | -5
N#Cc1c(N)n(CCOC(=O)c2cccc([N+](=O)[O-])c2)c2nc3ccccc3nc12 | -17 | 14 | 7 | -7 | -11 | -181 | 83* | -1

One compound at a time, from the list above:
`CCOC1(OCC)C(c2ccc(Cl)cc2)C(C#N)(C#N)C1(OCC)OCC` (configuration not stated) in the list: GAA850 FXN act = -0.1; rCAG RNA binder = -7; HGIII-sPLA2 inh = -23; ASAP1 inh = 0; ARFGAP1 inh = -8; NPR1 activator = /; GC-B act = /; ADAM10 inh = -1; proKLK7 act = 0.7; DDE Tn6 FP inh = -2
`CC(C)(C)NCC(O)COCc1ccc(Cl)cc1` (configuration not stated) in the list: GAA850 FXN act = -0.2; rCAG RNA binder = -2; HGIII-sPLA2 inh = -2; ASAP1 inh = 0; ARFGAP1 inh = 10; NPR1 activator = 0; GC-B act = -3; ADAM10 inh = 8; proKLK7 act = -0.7; DDE Tn6 FP inh = 0
`N#Cc1c(N)n(CCOC(=O)c2cccc([N+](=O)[O-])c2)c2nc3ccccc3nc12` in the list: GAA850 FXN act = -1.0; rCAG RNA binder = 16; HGIII-sPLA2 inh = -17; ASAP1 inh = 14; ARFGAP1 inh = 7; NPR1 activator = -7; GC-B act = -11; ADAM10 inh = -181; proKLK7 act = 83*; DDE Tn6 FP inh = -1
